Assay outcomes deposited in PubChem BioAssay by National Center for Advancing Translational Sciences (NCATS).
KB-V1 MDR tox – qHTS assay for MDR1-selective chemotherapeutics: Primary screen using the drug-selected MDR subline cells KB-V1. KB-V1 MDR cells viability, CellTiter-Glo, 72 h. Potency, µM (doses to about 46.1 µM), inactives show top-dose activity change, negative = cytotoxicity, hits mostly cytotoxic. hit rate 3.4% among 400,000. AID 1347076, 2019; note: % is set by controls: 0 for no effect and ±100 for the full control effect; nearly all actives have a fitted effect of over 60% in size
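Potencies derive from concentration-effect curves fitted to normalized luminescence (CellTiter-Glo) of KB-V1 cells treated for 72 h at 37 degrees C in phenol-red-free DMEM containing 10% FBS.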
GLP1R inv ag – qHTS of GLP-1 Receptor Inverse Agonists (Inhibition Mode) | Glucagon-like peptide 1 receptor (Homo sapiens), P43220 | HEK293 GLP-1R CRE-luciferase, luminescence, 24 h; GLP-1R form is constitutively active | Potency, µM (doses to about 38.3 µM), inactives show at the highest dose activity change, negative = inhibition, most hits filed as inhibitors | hit rate 1.6% among 410,000 | AID 624417, 2012; note: % is set by controls: 0 for no effect and ±100 for the full control effect; nearly all actives have a fitted effect of over 55% in size
Target sequence (P43220 whole entry, looked up): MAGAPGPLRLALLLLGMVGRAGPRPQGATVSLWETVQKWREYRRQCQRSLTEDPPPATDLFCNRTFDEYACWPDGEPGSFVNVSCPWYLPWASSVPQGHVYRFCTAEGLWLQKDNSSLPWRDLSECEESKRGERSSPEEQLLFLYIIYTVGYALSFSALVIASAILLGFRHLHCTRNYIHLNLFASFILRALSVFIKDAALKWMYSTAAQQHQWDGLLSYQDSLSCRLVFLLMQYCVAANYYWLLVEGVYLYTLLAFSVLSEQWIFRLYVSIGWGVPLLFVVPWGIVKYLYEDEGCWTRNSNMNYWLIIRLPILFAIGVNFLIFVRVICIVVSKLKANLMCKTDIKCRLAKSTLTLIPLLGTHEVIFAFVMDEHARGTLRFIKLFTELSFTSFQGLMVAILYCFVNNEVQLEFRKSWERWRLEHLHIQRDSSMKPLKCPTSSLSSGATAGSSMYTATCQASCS
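Constitutively active GLP-1R drives a cAMP-responsive luciferase in stably transfected HEK293 cells; test compounds are added after overnight (12 h) attachment and left 24 hr, and signal loss in luminescence marks inhibition.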
HT1080NT lethal – qHTS for induction of synthetic lethality in tumor cells producing 2HG: qHTS for the HT-1080-NT fibrosarcoma cell line; HT-1080-NT fibrosarcoma viability, CellTiter-Glo ATP luminescence, 48 h; Potency, µM (highest dose often 46.1 µM), for the others: at the highest dose activity, negative = less viability, hits mostly cytotoxic; hit rate 1.6% among 360,000; AID 686970, 2013;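 note: NT is the 2HG producing partner of a matched IDH1 knockdown line; 0% = DMSO-treated cells and -100% = media-only wells without cells; nearly all actives have a fitted effect of over 55% in size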
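A 48-hour cytotoxicity screen used HT-1080-NT cells plated 2 hours before compound delivery. ATP-based CellTiter-Glo luminescence measured viability, normalized to DMSO and no-cell controls.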
KB-3-1 tox – qHTS assay for MDR1-selective chemotherapeutics: Primary screen using the parental adenocarcinoma cell KB-3-1. KB-3-1 viability, CellTiter-Glo ATP luminescence, 72 h. Potency, µM (series often up to 46.1 µM), inactives show at the top dose activity change, negative = cytotoxic, usual class: cytotoxic. hit rate 1.4% among 400,000. AID 1347075, 2019; note: % is set by controls: 0 for no effect and ±100 for the full control effect; nearly all actives have a fitted effect of over 60% in size
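Parental KB-3-1 viability, qHTS format: 72 h compound exposure, 37 °C; CellTiter-Glo; media-only wells and DMSO plates as controls; concentration-effect fits on corrected data.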
GLP1R cytotox – qHTS of GLP-1 Receptor Inverse Agonists: Cytotox Screen; Potency, µM (top dose mostly 38.3 µM), without a hit: at the highest dose activity change, negative = inhibition, actives largely listed as inhibitors; hit rate 0.13% among 410,000; AID 624418, 2012; HEK293 cAMP-luciferase reporter cells, luminescence, 24 h;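 note: loss of luciferase light is scored as toxicity; % is set by controls: 0 for no effect and ±100 for the full control effect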
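Seeding density was 200 cells/uL; after overnight-length (12 h) culture, 23 nL compounds went on for 24 h at 37 °C. Readout used a luciferase detection reagent, luminescence taken after 12 min at room temperature.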
SW480 rerep – A quantitative high throughput screen for small molecules that induce DNA re-replication in SW480 colon adenocarcinoma cells. SW480 DNA re-replication, Hoechst DNA content imaging, 48 h. Potency, µM (doses to about 46.1 µM), for the others: top-dose re-replication activation, most hits filed as activators. hit rate 1.8% among 340,000. AID 624297, 2012; note: % of control where 0% means no effect; nearly all actives have a fitted effect of over 55% in size
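Image-based DNA-content assay: after two days of treatment, nuclei were labelled with the DNA dye Hoechst and imaged, and hits were compounds raising the count of nuclei showing high fluorescence intensity.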
TDP43 rescue – qHTS of TDP-43 Inhibitors. TDP-43 expressing yeast growth rescue, BacTiter-Glo, 24 h. Potency, µM (doses to about 46.1 µM), inactives show at the highest dose growth rescue (activation), usual class: activators. hit rate 1.8% among 410,000. AID 652104, 2013; note: % of control where 0% means no effect; nearly all actives have a fitted effect of over 50% in size
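Readout is BacTiter-Glo luminescence of cell growth, so inhibitors register as activators. TDP-43-expressing yeast at OD600=0.02 in galactose medium, after raffinose pregrowth to mid-log, were incubated with compound for 24 hr at 30 deg C.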
HT1080 IDH1KD tx – qHTS for induction of synthetic lethality in tumor cells producing 2HG: qHTS for the HT-1080-IDH1KD cell line | HT-1080 IDH1 knockdown viability, ATP luminescence, 48 h | Potency, µM (top dose mostly 46.1 µM), without a hit: top-dose activity, negative = toxicity, hits mostly cytotoxic | hit rate 2% among 360,000 | AID 686971, 2013;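 note: 0% = DMSO wells and -100% = cell-free medium wells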
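Luminescent ATP read-out (CellTiter-Glo, 10 min at room temperature) after 48 h compound exposure at 37 °C gave viability of IDH1-knockdown HT-1080 cells. Activity was normalised to DMSO and cell-free wells, then fitted as concentration-response curves.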
GLP-1R agonist – qHTS of GLP-1 Receptor Agonists. Glucagon-like peptide 1 receptor (Homo sapiens), P43220. HEK293 GLP-1R CRE-luciferase, luminescence, 4-6 h; cells express a hypersensitive GLP-1R form. Potency, µM (top dose mostly 45.6 µM), inactives show top-dose activation, actives largely listed as activators. hit rate 0.007% among 380,000. AID 624172, 2012; note: % of control where 0% means no effect
The depositor's hits bear a star; ? = inconclusive; nt = not tested or not shown; [ ] = dose if it differs, or a comment. Calls come from the whole dose curve; as a rule, active = well fitted curve in the direction sought with a large enough effect; inconclusive = small, poorly fitted or top-dose-only effect, or another doubt; inactive = no such curve, though single readings can be large; an effect the other way counts as inactive or inconclusive. Potency is the fitted concentration of half-maximal effect.

The opening four compounds (preview)
cpd	compound	TDP43 rescue	KB-V1 MDR tox	HT1080NT lethal	HT1080 IDH1KD tx	GLP1R inv ag	KB-3-1 tox	SW480 rerep	GLP1R cytotox	GLP-1R agonist
1	Cc1cc(C(=O)CS(=O)(=O)c2ccc(Cl)cc2)cc(C)c1O	15%	-1%	4%	7%	14%	3%	6%	-10%	4%
2	O=C(COc1c(Br)cc(Br)c2cccnc12)N1CCCCC1	15%	-7%	-15%	-16%	?	0%	-9%	-1%	13%
3	O=C(COC(=O)/C=C/c1ccc(Cl)c(Cl)c1)NC1CCCC1	10µM*	26%	6%	7%	6%	10%	3%	-14%	-9%
4	Cc1ccccc1NC(=O)C(C)n1c2ccccc2c2nc(=O)cc(C)n21 (configuration not stated)	-2%	-37%	0%	-3%	-16%	10%	3%	0%	10%

This part in full (from the top)
cpd	compound	TDP43 rescue	KB-V1 MDR tox	HT1080NT lethal	HT1080 IDH1KD tx	GLP1R inv ag	KB-3-1 tox	SW480 rerep	GLP1R cytotox	GLP-1R agonist
1	Cc1cc(C(=O)CS(=O)(=O)c2ccc(Cl)cc2)cc(C)c1O	15%	-1%	4%	7%	14%	3%	6%	-10%	4%
2	O=C(COc1c(Br)cc(Br)c2cccnc12)N1CCCCC1	15%	-7%	-15%	-16%	?	0%	-9%	-1%	13%
3	O=C(COC(=O)/C=C/c1ccc(Cl)c(Cl)c1)NC1CCCC1	10µM*	26%	6%	7%	6%	10%	3%	-14%	-9%
4	Cc1ccccc1NC(=O)C(C)n1c2ccccc2c2nc(=O)cc(C)n21 (configuration not stated)	-2%	-37%	0%	-3%	-16%	10%	3%	0%	10%
5	Cc1nc(C(F)(F)F)c(C(=O)NC(=O)Nc2ccc(OC(F)(F)F)cc2)s1	22%	16µM*	-1%	-3%	?	-13%	-17%	-15%	-10%
6	CCCN(CC1CC1)C(=S)Nc1ccc(Oc2ccccc2)cc1	20µM*	?	-16%	-7%	?	?	0%	?	0%
7	Cc1ccccc1OCCNC(=O)/C=C/c1ccccc1	1%	0%	2%	0%	-19%	-1%	-6%	-5%	13%
8	Cc1cccc(C)c1NC(=O)CN1CCC(Cc2ccccc2)CC1	20%	23%	9%	-16%	-5%	0%	nt	5%	-6%
9	O=C(NCCc1ccc(Cl)cc1)c1cc(=O)[nH]c2ccccc12	15%	1%	6%	14%	5%	5%	-11%	0%	0%
10	C=CCn1c(SCc2csc(C)n2)nc2sc3c(c2c1=O)CCCC3	16%	-11%	-13%	?	?	?	3%	-1%	4%

cpd	compound	TDP43 rescue	KB-V1 MDR tox	HT1080NT lethal	HT1080 IDH1KD tx	GLP1R inv ag	KB-3-1 tox	SW480 rerep	GLP1R cytotox	GLP-1R agonist
11	CC(=O)Nc1cc2ccc(OC(C)=O)cc2oc1=O	-4%	-13%	6%	0%	10%	-2%	?	180%[activator]	-2%
12	O=C1C=CC(=O)N1	1%	12%	?	?	2%	0%	5%	2%	2%
13	Cc1cc(C)c(C#N)c(Nc2ccc(F)cc2)n1	?	-9%	2%	3%	5%	3%	-51%[inhibitor]	0%	4%
14	Cc1cc(S(=O)(=O)Nc2ccc(C(=O)N3CC(C)OC(C)C3)cc2)ccc1F (configuration not stated)	-22%	?	1%	2%	?	?	?	-14%	-3%
15	O=C(COC(=O)/C=C/c1ccc2c(c1)OCO2)NCc1ccc(F)cc1	-2%	-16%	?	?	-9%	5%	nt	4%	-6%
16	O=C(Nc1ccc(-c2nc3c(ccc4ccccc43)o2)cc1)c1ccco1	8%	7%	10µM*	10µM*	-4%	6%	?	-3%	0%
17	CCC1S/C(=N/C(=O)NC2CCCCC2)NC1=O (configuration not stated)	5%	21%	13%	12%	-3%	0%	1%	-15%	-6%
18	CCCCCC/C=C/c1ccc(OC)c([C@H]2[C@H]3C=CC[C@@H](C)[C@@H]3C(=O)N2Cc2ccccc2)c1	5%	2%	8%	9%	1%	?	-9%	30%	8%
19	CCN(c1ccccc1)S(=O)(=O)c1cc(C(=O)Nc2cccc(Cl)c2)ccc1F	11%	21µM*	?	?	?	?	?	-29%	-4%
20	COC(=O)Cn1c(C)nc([N+](=O)[O-])c1Br	24%[9.22 µM]	10%	9%	13%	28%	4%	-14%	7%	-1%

cpd	compound	TDP43 rescue	KB-V1 MDR tox	HT1080NT lethal	HT1080 IDH1KD tx	GLP1R inv ag	KB-3-1 tox	SW480 rerep	GLP1R cytotox	GLP-1R agonist
21	CCN1CCN(CCCNC(=O)C2c3ccccc3C(=O)N(C)C2c2ccc(OC)cc2)CC1 (configuration not stated)	10%	0%	9%	7%	0%	6%	2%	-11%	-18%
22	COc1ccc(NC(=O)Cc2csc(COc3cccc(C)c3)n2)c(OC)c1	-3%	1%	nt	nt	?	-15%	nt	-8%	nt
23	COc1cc2nc(C3CCC3)n(NC(=O)C3CCC(OC)CC3)c(=O)c2cc1OC (configuration not stated)	-3%	?	11%	-4%	58%[activator]	2%	2%	-6%	-4%
24	COc1ccccc1CCC(=O)N1CCC(n2nccc2NC(=O)CC(C)C)CC1	-9%	nt	3%	6%	-8%	nt	-3%	13%	-6%
25	Cc1ccc(CNC(=O)C(=O)NCCC2=CCCCC2)cc1	13%	-17%	7%	20%	4%	1%	1%	1%	-6%
26	CC(c1ccccc1)c1nnc(NC(=O)Nc2ccccc2F)s1 (configuration not stated)	18%	0%	5%	-4%	-4%	-28%	-7%	-10%	-2%
27	COc1ccc(/C=C/C(=O)OCC(=O)N2CCc3ccccc32)cc1	4%	?	1%[9.24 µM]	0%	-2%	24%	-3%	1%	2%
28	COCCCN1CN=C(NS(=O)(=O)c2ccc(C)cc2)NC1	-6%	14%	3%	5%	4%	-12%	-4%	5%	5%
29	CCOC(=O)c1c(S(=O)(=O)N(C)Cc2ccco2)c(C)n(C)c1C	-12%	-3%	0%	15%	9%	4%	4%	0%	14%
30	CCOC(=O)c1cnn2cc(-c3[nH]ncc3[N+](=O)[O-])cnc12	13%	?	10%	5%	3%	6%	-4%	-14%	-5%

cpd	compound	TDP43 rescue	KB-V1 MDR tox	HT1080NT lethal	HT1080 IDH1KD tx	GLP1R inv ag	KB-3-1 tox	SW480 rerep	GLP1R cytotox	GLP-1R agonist
31	COc1ccc(CN2CCn3nc(C(=O)NC4CC4)cc3C2=O)cc1	-10%	0%	4%	11%	-10%	18%	-6%	7%	2%
32	O=C(Nc1ccnn1C1CCN(Cc2ccc(OC(F)F)cc2)CC1)C1CCCC1	-14%	?	-25%	?	?	-17%	0%	-21%	5%
33	COc1ccccc1NC(=S)NNC(=O)c1nn(C)c(C)c1Br	11%	?	1%	-20%	30%	-2%	1%	-1%[1.53 µM]	6%
34	CC(=O)Nc1cc2c(cc1[N+](=O)[O-])-c1ccccc1C2O (configuration not stated)	-4%	-1%	1%	-6%	33%[activator]	0%	?	-5%	11%
35	COc1ccc(NC(=O)C[C@H]2C(=O)N(c3ccc(Br)cc3)C[C@@H]2c2ccc(OC)cc2)cc1	?	-29%	-16%	-12%	?	-14%	nt	3%	-2%
36	C=CCN1c2ccccc2[C@]23C[C@@H](C(=O)OC)N=C2NC(C(=O)OC)=C(C(=O)OC)[C@H]13	-3%	0%	5%	8%	9%	3%	3%[9.22 µM]	0%	6%
37	O=C(NC(=S)Nc1ccc(N2CCOCC2)c(Cl)c1)c1cccs1	9%	10%	-1%	-1%	?	-8%	4%	?	22%
38	CCCCNC(=O)C(CC)Sc1nnc(-c2ccc(OC)c(OC)c2)c(-c2ccc(OC)c(OC)c2)n1 (configuration not stated)	23%	17%	nt	nt	21%	3%	nt	-2%	nt
39	COc1cc([N+](=O)[O-])ccc1NC(=S)NC(=O)CC(C)(C)C	0%	-17%	-8%	0%	-19%	3%	-45%[inhibitor]	-4%	-5%
40	OCCN1CCN(c2ncnc3c2ncn3[C@H]2CN(Cc3ccccc3)C[C@@H](CO)O2)CC1	18%	-1%	-1%	17%	25%	0%	nt	-18%	6%

cpd	compound	TDP43 rescue	KB-V1 MDR tox	HT1080NT lethal	HT1080 IDH1KD tx	GLP1R inv ag	KB-3-1 tox	SW480 rerep	GLP1R cytotox	GLP-1R agonist
41	O=C(OCCN1C(=O)c2ccccc2C1=O)c1cc(S(=O)(=O)N2CCOCC2)ccc1Cl	13%	14%	1%	-1%	13%	-3%	2%	16%	2%
42	O=C(NCCC1=CCCCC1)c1ccc(=O)oc1	?	0%	11%	?	8%	-8%	1%	9%	-3%
43	CC(=O)NC(CC(=O)NNC(=O)C(C)Oc1ccccc1F)c1ccccc1 (configuration not stated)	15%	22%	6%	5%	2%	-8%	6%	-6%	-13%
44	CCCCCCCCN1C(=O)[C@H](CC(=O)NCCCOCCCC)C[C@@]2(C(=O)OC)CCCCC=C12	-3%	13µM*	?	?	?	?	nt	-7%	3%
45	CCc1ccc(-c2nc(SCC(=O)c3c(N)n(C4CC4)c(=O)[nH]c3=O)n[nH]2)cc1	-10%	?	-2%	1%	5%	0%	-11%	5%	-1%
46	COc1ccccc1N(C)S(=O)(=O)c1ccc(C)c(C(=O)Nc2nccs2)c1	5%	?	8%	2%	-23%	-5%	-1%	-13%	-8%
47	CC(=O)c1c(C(C)=O)c(C)n(-c2nc(-c3cccs3)c(C)s2)c1C	8%	-17%	-12%	-6%	3%	-1%	-3%	-2%	4%
48	O=C(COC(=O)CN1C(=O)c2ccccc2C1=O)NC1CCCCC1	-2%	?	21%	19%	1%	-11%	-17%	-7%	0%
